Source: PubChem
Sm TGR block: S. mansoni TGR enzyme inhibition; Q962Y6; purified TGR, DTNB reduction, TNB absorbance 405 nm; Potency, µM (series often up to 114 µM), for inactives: at the highest dose activity change, negative = inhibition, usual class: inhibitors; hit rate 3% among 360,000; note: potency is the fitted concentration of half-maximal effect; % is set by controls: 0 for no effect and ±100 for the full control effect; nearly all actives have a fitted effect of over 60% in size
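TGR 20 nM + NADPH 100 uM (dispensed conc.), cpd preinc 15 min RT; start with NADPH (500 uM addition) then DTNB (15 mM addition). Kinetic TNB absorbance, 405 nm filter. Four-parameter Hill fit across titration.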
Shiga inhibitor: inhibitors of Shiga toxin in Vero cells; Vero cells, Shiga toxin protein synthesis inhibition reporter; inhibition, % at 38.7 µM; hit rate 9.2% among 290,000; in the data active = inhibition mostly above about 28%, no sharp cut-off; inactive = mostly below about 43%; note: 0% is about no effect
Pf growth 96h: P. falciparum growth inhibition at 96 hours | P. falciparum luciferase reporter growth, 96 h | Potency, µM (titrated, usually from 28.7 µM), without a hit: at the highest dose activity change, negative = inhibition, most hits filed as inhibitors | hit rate 6.9% among 320,000 | AID 504834; note: potency is the fitted concentration of half-maximal effect; % is set by controls: 0 for no effect and ±100 for the full control effect
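Readout is luminescence from an integrated firefly luciferase in P. falciparum. Red cells, 2% hematocrit and 0.05% parasitemia final, were cultured with compound through two parasite generations (96 hours) at 37 C, 5% CO2.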
FBPA Giardia inh: inhibitors of Giardia lamblia fructose-1,6-bisphosphate aldolase; A8B2U2; purified Giardia FBPA; Potency, µM (top dose mostly 59.6 µM), inactives show at the highest dose activity, negative = inhibition, most hits filed as inhibitors; hit rate 0.71% among 290,000; AID 2451; note: potency is the fitted concentration of half-maximal effect; % is set by controls: 0 for no effect and ±100 for the full control effect; nearly all actives have a fitted effect of over 55% in size
Target sequence (A8B2U2 whole entry, looked up): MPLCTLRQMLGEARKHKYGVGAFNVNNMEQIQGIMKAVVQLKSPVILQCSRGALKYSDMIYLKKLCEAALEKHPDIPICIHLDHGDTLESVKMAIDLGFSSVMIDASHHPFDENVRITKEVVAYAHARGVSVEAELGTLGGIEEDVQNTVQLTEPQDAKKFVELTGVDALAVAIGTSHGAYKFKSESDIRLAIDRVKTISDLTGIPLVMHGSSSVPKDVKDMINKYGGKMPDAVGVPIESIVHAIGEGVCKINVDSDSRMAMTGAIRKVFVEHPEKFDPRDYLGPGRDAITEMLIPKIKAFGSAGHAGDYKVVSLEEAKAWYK
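Giardia FBPA (40 nM reagent) was preincubated 10 min at RT with compound (up to 57.5 uM final), then substrate plus GAPDH/TPI/NAD/arsenate coupling system with diaphorase/resazurin was added; resorufin fluorescence (525/598 nm) was read after 20 min.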
Pf growth 48h: P. falciparum growth inhibition at 48 hours (one generation); hit rate 5.9% among 310,000; P. falciparum luciferase growth in erythrocytes, 48 h; Potency, µM (doses to about 28.7 µM), inactives show at the top dose activity change, negative = inhibition, most hits filed as inhibitors; AID 504832; note: potency is the fitted concentration of half-maximal effect; % is set by controls: 0 for no effect and ±100 for the full control effect
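Compounds are pin-transferred into medium, infected erythrocytes (2% hematocrit, 0.1% parasitemia final) are added, and plates sit one parasite generation at 37 C in 5% CO2. Detection reagent is then added and luminescence measured.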
Cycloheximide cs: counter-screen hit for Shiga toxin inhibitors, cycloheximide; cell reporter, cycloheximide protein synthesis inhibition counterscreen; max response, %; hit rate 12% among 300,000; AID 2314; in the data active = max response mostly above about 13%, no sharp cut-off; inactive = mostly below about 14%; note: read at 38.3 µM for the half of the compounds with a filed dose; 0% is about no effect
Active calls of the source: *; ? = inconclusive; nt = not tested or not shown; & = joins results of further samples; [ ] = dose if it differs, or a comment. Unless noted, calls come from the whole dose curve; as a rule, active = well fitted curve in the direction sought with a large enough effect; inconclusive = small, poorly fitted or top-dose-only effect, or another doubt; inactive = no such curve, though single readings can be large; an effect the other way counts as inactive or inconclusive.

structure | Sm TGR block | Shiga inhibitor | Pf growth 96h | FBPA Giardia inh | Pf growth 48h | Cycloheximide cs
O=C(NCCCN1CCOCC1)c1ccc(Cl)cc1Cl | 0.3% | 23.1 | 75.3%[activator] | 7.3% | ? | 17.3*
CCOC(=O)C1CCCN(C(=O)Cn2nc(C)c3c(C)n(-c4ccccc4)nc3c2=O)C1 (configuration not stated) | 4.0% | -9.8 | -11.9% | 1.2% | ? | -1.3
CCCCCCN(C(=O)CCl)c1ccccc1 | 2.51µM* | 9.2 | ? | 5.3% | ? | 12.5
O=C(Nc1ccc(Cl)cc1)Nc1nnc(CSCc2ccccc2)s1 | 1.7% | -1.1 | -5.0% | 2.2% | ? | -4.8
CCCOC(=O)c1c(NC(=O)c2cnn3c2NC(c2ccccc2)CC3C(F)(F)F)sc2c1CCCC2 (configuration not stated) | -9.4% | -13.3 | ? | -4.9% | 6.7% | -8.8
Cc1cccc(NC(=O)c2cccc(N3C(=O)CCC3=O)c2)c1 | -6.5% | -2.6 | -10.4% | 6.7% | 52.0%[activator] | 7.4
COc1cccc(-c2c(-c3cc(OC)cc(OC)c3)n(C)c3ccc(-c4cnc(OC)nc4)cc23)c1 | -3.9% | nt | ? | nt | ? | nt
COc1ccc(-c2c3c(cc(C)[n+]2[O-])oc2ccc(OC)cc23)cc1 | 5.8% | -3.2 | -9.2% | -1.5% | 3.5% | -4.3
CC1CCN(CCCCOc2ccccc2[N+](=O)[O-])CC1 | -22.2% | -9.2 | ? | ? | 6.6% | 0.5
CCC(C)C(NC(=O)c1ccccc1NC(=O)c1ccco1)C(=O)O (configuration not stated) | -25.2% | -4.1 | ? | -7.0% | 6.4% | -0.6
COCCN1CCCC(CNCc2cn(C)nc2-c2ccc(Oc3ccccc3)cc2)C1 (configuration not stated) | -6.7% | -7.8 | ? | 0.9% | 6.57µM* | -2.5
COc1ccc(-n2c(C)cc(SC)c(C(C)=O)c2=S)cc1 | -11.8% | -6.1 | nt | -7.5% | ? | -0.9
COc1ccc(CCN(C)CCN2C(=O)c3ccccc3C2=O)cc1OC | 2.1% | -5.6 | ? | -7.1% | 0.2% | -4.1
COc1ccc([C@@H]2CC(=O)c3c(O)cc(O[C@@H]4O[C@H](CO)[C@@H](O)[C@H](O)[C@H]4O[C@@H]4O[C@@H](C)[C@H](O)[C@@H](O)[C@H]4O)cc3O2)cc1 | nt | -6.5 | nt | -0.5% | nt | -3.0
Cc1ccccc1CS(=O)(=O)CCC(=O)NCCCN1CCN(c2ccccc2F)CC1 | 8.7% | -2.9 | 29.4% | 0.2% | -6.9% | -7.5
COc1ccc(NC(=O)CSc2n[nH]c(=O)n2C2CC2)cc1OC | -1.5% | nt | -20.4% | nt | -12.8% | nt
CCOc1ccc(-c2cn3ccccc3n2)cc1[N+](=O)[O-] | 5.7% | 66.8* | 121.8%[activator] | 1.2% | 141.7%[activator] | 37.6*
CCc1ccccc1-n1nnnc1SCC(=O)Nc1cc(C)on1 | 33.6% | 6.8 | 9.28µM* | -1.8% | -22.2% | 6.2
Cn1c(CNc2ccccc2)nc2ccccc21 | 2.9% | 67.0* | 0.4% | -2.0% | 143.0%[activator] | 36.6*
COc1ccc(-n2c(C)nnc2SCC(=O)Nc2ccccc2F)cc1 | -4.8% | -5.1 | -8.0% | nt | 14.6% | 3.9
CCC1CC=CC2C1C(=O)N(Cc1ccccc1)C2c1ccoc1 (configuration not stated) | nt | 12.6 | nt | -15.2% | nt | 15.7
Cc1cc(C)cc(Oc2nn[nH]n2)c1 | 15.4% | 12.8 | 41.0%[activator] | 3.8% | -3.9% | 0.4
CC(O)c1nc2ccccc2n1CCOc1ccccc1 (configuration not stated) | 4.2% | -7.9 | -19.0% | -2.2% | -22.9% | -5.3
CCCS(=O)(=O)c1nc(S(=O)(=O)c2ccc(C)cc2)c(N2CC(C)OC(C)C2)s1 (configuration not stated) | 17.8µM* | -11.7 | 73.5%[activator] | nt | ? | 1.5
Cc1ccccc1N1CCN(S(=O)(=O)c2nnc(NC(=O)c3ccc(F)cc3)s2)CC1 | 1.0% | -3.8 | 113.6%[activator] | nt | 23.9% | -8.6
O=c1[nH]c2c(cnn2-c2ccc(Cl)cc2)c(=O)n1-c1cccc(Cl)c1 | 3.9% | 1.6 | -14.3% | -0.6% | 79.2%[activator] | 3.3
Cc1ccc(SC(C)C(=O)Nc2ccncc2)cc1 (configuration not stated) | 0.8% | 25.3 | nt | -1.3% | -11.9% | 1.8
CN1CCN(C(=O)C23CC4CC(C)(CC(C)(C4)C2)C3)CC1 | 18.6% | 3.9 | ? | -8.3% | -2.9% | -2.8
COC(=O)c1c(NC(=O)COC(=O)c2ccc(Cl)nc2)sc(C)c1C | -1.3% | nt | 6.6% | nt | 32.9%[activator] | nt
CSc1nc(N)c2c(C)c(C)sc2n1 | 6.4% | -1.0 | -5.2% | -0.7% | -2.4% | -2.4
COc1ccc(S(=O)(=O)CC(=O)Nc2ccccc2Cl)cc1 | 12.4% | -8.3 | 9.0% | 9.9% | 31.6%[activator] | -4.7
COc1ccc(CC(=O)OCC(=O)c2ccc(OC)cc2)cc1 | 0.1% | -8.3 | -7.7% | 4.4% | 17.7% | -4.3
CCOC(=O)c1cnc(SCc2nc(N)nc(Nc3ccc(OC)cc3)n2)nc1N | 11.9% | 19.9 | ? | 4.6% | nt | 19.8
O=C(CCNc1ccc(Cc2ccncc2)cc1)c1ccc([N+](=O)[O-])cc1 | nt | -5.7 | ? | -1.4% | -2.0% | 6.5
COc1ccc(NC(=O)c2ccco2)cc1NC(=O)COc1ccccc1 | -8.5%&-0.2% | 21.2 | -13.2% | -0.4% | -15.7% | 0.2
Fc1ccc2[nH]c3c(N4CCSCC4)ncnc3c2c1 | -13.7% | 0.7 | nt | 2.5% | 4.65µM* | 5.0
COc1cccc(NC(=O)Cn2c(CCC(=O)O)ccc2-c2ccc(Cl)cc2)c1 | 0.0% | -10.0 | ? | 12.1% | -9.0% | 4.1
Cc1cc(OCc2nn[nH]n2)c2c(-c3ccccc3)cc(=O)oc2c1 | -11.5% | 3.1 | -19.6% | -2.1% | nt | -1.4
O=S(=O)(NCC1CCCO1)c1ccc(S(=O)(=O)N(Cc2ccc(F)cc2)Cc2ccccn2)cc1 (configuration not stated) | -18.8% | -13.3 | ? | 2.5% | -9.1% | -1.9
CCc1c(C)nc2ncnn2c1N1CCCC(C(=O)NCc2cccs2)C1 (configuration not stated) | 0.7%[57.1 µM] | 10.8 | 30.4%[activator] | 4.7% | -17.1% | 9.9
CCN(CC)C(=O)Cn1cc(/C=C2\C(=O)NC(=O)N(c3ccccc3F)C2=O)c2ccccc21 | ? | 33.0 | ? | 25.6% | 1.2% | 8.5*
CCc1cccc(C)c1N1C(=O)CN(Cc2ccccc2)C1=S | -2.9% | -3.0 | ? | -3.5% | nt | -2.4
CCCCCn1c(NC(=O)c2ccco2)c(S(=O)(=O)c2ccc(C)cc2)c2nc3ccccc3nc21 | ? | 2.2 | ? | ? | 5.22µM* | 4.6
O=C(Nc1cccc2ncccc12)c1ccc(Cl)cc1 | 0.5% | -5.7 | 6.57µM* | -7.1% | ? | -3.2
CCOCCCN(C(=O)Cn1nnc2ccccc21)C(C(=O)NCc1ccco1)c1ccncc1 (configuration not stated) | 15.8µM* | -12.7 | ? | -25.5% | -5.7% | -3.5

In a second layout: entries from further up.
Cc1ccccc1N1CCN(S(=O)(=O)c2nnc(NC(=O)c3ccc(F)cc3)s2)CC1
  Sm TGR block: 1.0%
  Shiga inhibitor: -3.8
  Pf growth 96h: 113.6%[activator]
  FBPA Giardia inh: nt
  Pf growth 48h: 23.9%
  Cycloheximide cs: -8.6

O=C(CCNc1ccc(Cc2ccncc2)cc1)c1ccc([N+](=O)[O-])cc1
  Sm TGR block: nt
  Shiga inhibitor: -5.7
  Pf growth 96h: ?
  FBPA Giardia inh: -1.4%
  Pf growth 48h: -2.0%
  Cycloheximide cs: 6.5

Next section
structure | Sm TGR block | Shiga inhibitor | Pf growth 96h | FBPA Giardia inh | Pf growth 48h | Cycloheximide cs
CCN(CC)CCNC(=O)C1c2ccccc2Oc2ccccc21 | 5.2% | -4.7 | -50.1% | 10.5% | 16.1% | -1.7
CCCCCn1c(=O)c(C(=O)NCc2ccncc2)c(O)c2ccccc21 | -4.4% | 20.5 | 69.5%[activator] | -3.9% | 1.65µM* | -0.6
CN1C2CCC1CC(NC(=O)c1ccc(Cl)cc1)C2 (configuration not stated) | 13.1% | 12.4 | ? | 3.9% | 8.1% | -2.1
Clc1ccc(-c2nc3cnccn3c2NC2CCCC2)cc1 | 7.6% | -13.0 | -25.8% | -2.1% | nt | -2.4
COCCn1c(NC(=S)NC(=O)C2CC2)cc(=O)[nH]c1=O | -16.6% | -6.7 | -0.8% | 7.06µM* | 8.8% | -1.3
CCOc1cc(-c2noc(N)c2C(=O)OC)cc(OCC)c1OCC | -0.6% | -20.1 | 11.7µM* | 2.6% | -14.1% | -4.7
O=C1NC(=O)/C(=C\c2ccc(Sc3ccc(Cl)cc3)o2)N1 | 50.1µM* | -15.0 | ? | -5.2% | nt | -2.7
COc1ccc(OC)c(CCNC(=O)C(C)n2nc(C)c3c(C)n(-c4ccc(C)cc4)nc3c2=O)c1 (configuration not stated) | 0.4%&-0.5% | -4.1 | ? | 0.4% | ? | 6.6
CC1=C(C(=O)OCc2ccccc2)C(/C=C/c2ccccc2)NC(=S)N1 (configuration not stated) | 1.3% | 22.3 | ? | -0.1% | ? | 12.9
O=C(Cc1cccs1)NNC(=S)NC(=O)c1ccccc1 | -8.2% | 7.1 | ? | ? | ? | 4.2
CCCCCCCNC(=O)C1(CC2CC(c3ccc(Cl)cc3)=NO2)CCN(C(=O)c2cc(OCC)c(OCC)c(OCC)c2)CC1 (configuration not stated) | 0.0% | -6.2 | 0.329µM* | 3.8% | 1.17µM* | -2.9
C=CCNC(=O)COC(=O)c1cccnc1Nc1ccccc1F | 1.3% | 24.5 | 118.0%[activator] | -0.2% | 51.5%[activator] | 12.3
COc1cc(CNCCN2CCOCC2)ccc1OCc1cccc(Cl)c1 | -1.8% | -5.8 | 11.7µM* | 1.6% | nt | 5.7
CC1CCc2cc(F)ccc2N1C(=O)CSc1nnc2c3cc(F)ccc3n(C)c2n1 (configuration not stated) | 3.8% | 14.6 | 35.2%[activator] | 3.2% | 13.0% | -1.0
CCOc1ccc(NC(=O)CNc2ccc(C)cc2Cl)cc1 | -9.6% | 19.5 | -6.3% | -3.7% | nt | 2.8
CN1CCN(C(=O)C2=C[C@H](c3csc4ccccc34)C[C@H](OCCCCO)O2)CC1 | 39.8µM* | -10.4 | 1.1% | -15.4% | 2.4% | 1.1
CCn1nc(C(=O)NCCc2ccc(S(N)(=O)=O)cc2)c2ccccc2c1=O | -7.4%[11.4 µM] | -10.0 | -10.3% | 4.8% | nt | -3.0
CC(C)c1ccc(NC2CCCN(C(=O)c3cnn(C(C)C)c3)C2)cc1 (configuration not stated) | 5.6% | -14.8 | 32.5%[activator] | nt | 6.9% | -1.7
CCSc1cc(N2CCCC2)nc(-c2ccccc2Cl)n1 | 2.6% | 17.1 | 4.8% | 2.2% | 2.3% | 0.8
CCN(Cc1ccccc1)C(=O)COC(=O)Cn1cnc2ccccc21 | 4.0% | 28.3 | 23.7% | 3.0% | 15.4% | -2.1
Nc1cc(N)nc(SCC(=O)c2ccccc2)n1 | ? | 11.9 | ? | 2.5% | 18.5% | 40.0*
CCOC(=O)C(=Cc1c[nH]c2ccc(S(=O)(=O)N(C)C)cc12)C(=O)OCC | ? | 14.4 | ? | -6.7% | ? | -1.3
C/C(=N/NC(=O)Nc1ccccc1)c1ccc(C)cc1 | -7.6% | 28.7* | 16.9% | 4.5% | 6.8% | -3.5
COc1ccccc1OCCNC(=O)CCC(=O)N1CCOCC1 | 0.5% | nt | 10.1% | nt | 2.3% | nt
CCNc1nc(NCC)nc(N(C#N)C(C)C)n1 | 6.3% | -18.3 | -0.3% | 1.1% | -2.9% | -3.4
